aDG glyco up: activators of alpha-DG glycosylation, primary screen, uHTS, Pro5-aDG cells, AlphaScreen; activation, % at 10 µM; alpha-DG glycosylation AlphaScreen (IIH6); 0% Pro5, 100% B10-LARGE cell signal; hit rate 0.22% among 360,000;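 active = activation of at least 8% versus controls, or a plate z-score of at least 8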;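 note: Pro5 are CHO cells carrying HIG-tagged alpha-DG that lacks glycosylation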
H9c2 protect: cardioprotection against H2O2-induced cell death, primary screen, uHTS, H9c2 cells, ATPLite luminescence; H9c2 cardiomyocytes, H2O2 injury protection, 2 h; protection from H2O2 cell death, % at 20 µM; hit rate 0.63% among 360,000;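 active = compounds giving at least 50% protection of heart cells from peroxide-induced death in the single-dose screen, raw or plate-pattern-corrected value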;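 note: 0% = DMSO wells with peroxide and 100% = DMSO wells without peroxide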
ABCB6 inh 2: ABCB6 transporter inhibitors, primary screen, K562-ABCB6 cells, flow cytometry, MLPCN library; ATP-binding cassette sub-family B member 6 (Homo sapiens), Q9NP58; K562-ABCB6 porphyrin accumulation, 1 h; active compounds read low; fluorescence ratio to DMSO, % at 10 µM; hit rate 0.19% among 360,000;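 active = fluorescence ratio to DMSO below 75%, the collection mean minus 3 SD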;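 note: signal is porphyrin accumulated inside mitochondria; 100% equals median channel fluorescence of DMSO control wells; lower ratio means ABCB6 inhibition with less porphyrin fluorescence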
MC4R barr agon: MC4R agonists recruiting beta-arrestin, primary screen, cell-based, luminescence, agonist arm of biased-ligand search | Melanocortin receptor 4 (Homo sapiens), P32245 | U2OS MC4R beta-arrestin complementation; percent of melanotan II response, DMSO zero | activation, % at 8.9 µM | hit rate 0.98% among 360,000 | AID 540308, 2011;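 active = activation above a per-plate cutoff, the mean activation of sample wells on that plate plus 3 SD, cut at about 8% in these data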
m5-HT2A agonist: mouse Htr2a agonists via beta-arrestin recruitment, primary screen, cell-based, luminescence; activation, % at 7.6 µM; AID 624169, 2012; hit rate 0.66% among 360,000; CHO-K1 mHTR2A beta-arrestin complementation; percent of 30 µM serotonin response;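 active = activation above a run cutoff, the mean activation of all tested compounds plus 3 SD, cut at about 14% in these data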;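 note: 0% = plate median of compound wells and 100% = 30 µM serotonin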
iPSC survival up: enhancers of single-cell hiPSC survival, primary screen, ATPlite luminescence; 100% = ROCK inhibitor wells, 0% = DMSO; hit rate 0.044% among 360,000; AID 602274, 2012; survival enhancement, % at 20 µM; in the data active = survival enhancement above about 18%;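 note: cells exposed to compounds for 16 hours before the ATP read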
Exocytosis inh: LAMP-1 surface exposure blockers, TALL-104 cells – cell-based, flow cytometry, MLPCN library, primary screen; TALL-104 LAMP-1 surface exposure; cells stimulated with thapsigargin and PMA; inhibition, % at 10 µM; hit rate 0.66% among 360,000; AID 651702, 2012;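 active = inhibition above about 55%, limit read from the data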
N-glyco inh: increase of ERlucT glycosylation luciferase signal, primary screen, N-linked glycosylation inhibitor project, D54 ERlucT cells, luminescence, set 2. D54 ERlucT glycosylation luciferase reporter, 24 h; percent of 100 nM tunicamycin response. reporter increase, % at 12.5 µM. hit rate 0.23% among 360,000;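 active = mean luciferase reporter signal, scaled so untreated is 0 and the glycosylation-blocking control 100, at or above a set limit in every replicate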;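 note: luciferase carries N-glycosylation sites so blocking glycosylation raises the light; 0% = median of neutral control wells and 100% = median of 100 nM tunicamycin wells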
MC4R antagonist: MC4R antagonists of cAMP signaling, primary screen, cell-based, TR-FRET, antagonist arm of biased-ligand search; Melanocortin receptor 4 (Homo sapiens), P32245; MC4R-expressing cells, MTII-stimulated cAMP, LANCE TR-FRET; inhibition, % at 6.5 µM; hit rate 0.48% among 360,000; AID 540295, 2011;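 active = inhibition above its plate's cutoff, the mean of tested wells on that plate plus 3 SD, cut at about 29% in these data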;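 note: 0% = Melanotan II alone and 100% = Melanotan II plus saturating MCL0020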
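material = U2OS cells stably expressing human melanocortin 4 receptor (MC4R) | also added = Melanotan II challenge | dosing = single nominal compound dose of 6.5 µM | detection = TR-FRET with Eu-cAMP and labeled anti-cAMP, 671 nm | replication = singlicate | timing = compound 30 min, challenge 1 h, detection 1 h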
ABHD5-PLIN5 inh: ABHD5-PLIN5 interaction inhibitors, primary screen, cell lysate, split luciferase complementation, luminescence; Split G. princeps luciferase complementation, 4 h; Perilipin-5 (Homo sapiens) + 1-acylglycerol-3-phosphate O-acyltransferase ABHD5 (Homo …; inhibition, % at 4 µM; hit rate 0.78% among 360,000;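 active = inhibition above the mean inhibition across every tested compound plus 3 SD, cut at about 22% in these data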;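 note: 0% = DMSO only wells and the 100% control is not disclosed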
Target sequence (Q00G26 whole entry, looked up): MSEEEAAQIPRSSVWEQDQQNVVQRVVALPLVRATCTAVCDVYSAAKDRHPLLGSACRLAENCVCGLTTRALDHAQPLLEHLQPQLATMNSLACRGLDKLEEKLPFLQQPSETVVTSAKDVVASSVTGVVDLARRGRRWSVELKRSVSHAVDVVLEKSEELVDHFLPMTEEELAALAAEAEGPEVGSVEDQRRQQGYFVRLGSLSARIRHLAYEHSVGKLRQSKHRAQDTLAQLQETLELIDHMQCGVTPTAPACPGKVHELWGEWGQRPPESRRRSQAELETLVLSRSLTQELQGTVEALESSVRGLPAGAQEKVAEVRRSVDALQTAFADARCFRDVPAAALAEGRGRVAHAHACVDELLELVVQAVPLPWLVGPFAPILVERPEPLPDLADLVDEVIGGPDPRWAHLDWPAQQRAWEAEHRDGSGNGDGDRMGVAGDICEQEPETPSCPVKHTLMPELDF
Target sequence (Q8WTS1 whole entry, looked up): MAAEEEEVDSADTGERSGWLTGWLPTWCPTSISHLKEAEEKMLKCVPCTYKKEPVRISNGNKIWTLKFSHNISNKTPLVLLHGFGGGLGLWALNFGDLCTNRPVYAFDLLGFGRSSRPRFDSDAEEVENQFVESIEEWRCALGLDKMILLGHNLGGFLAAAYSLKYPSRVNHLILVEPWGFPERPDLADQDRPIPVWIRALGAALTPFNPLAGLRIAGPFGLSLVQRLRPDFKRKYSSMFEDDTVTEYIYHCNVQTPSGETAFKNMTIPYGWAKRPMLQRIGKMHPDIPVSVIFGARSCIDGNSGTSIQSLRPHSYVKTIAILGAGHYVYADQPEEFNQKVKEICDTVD
* hit, by the source's call; / = no result given.

structure	aDG glyco up	H9c2 protect	ABCB6 inh 2	MC4R barr agon	m5-HT2A agonist	iPSC survival up	Exocytosis inh	N-glyco inh	MC4R antagonist	ABHD5-PLIN5 inh
CCCC(=O)Nc1nc2c(C)c(Cl)ccc2s1	0.1	-14	98	-0.8	-2	-0.5	0	0	13	-4
Cc1ccnc(NC(=O)c2ccccc2NC(=O)C(C)(C)C)c1	-0.1	9	92	-2.0	-1	-1.3	0	14	7	0
O=C(O)CCC(=O)OCCCc1cc2ccccc2c(=O)o1	-0.2	0	109	-0.6	1	-0.5	-9	4	-2	-1
NS(=O)(=O)c1ccc(CCNC(=O)/C=C/c2cccc([N+](=O)[O-])c2)cc1	0.0	-2	93	-1.3	-5	-0.1	1	0	4	3
COc1cc(NC(=O)C/C(C)=N/NC(=O)c2cccs2)c(OC)cc1Cl	0.4	6	100	-1.4	0	1.0	-3	-1	2	36*
CC(NCc1ccc2c(c1)OCO2)C(=O)NC1CCCCC1 (stereo unspecified)	-0.1	-9	100	-0.6	2	-1.6	-1	0	10	3
CS(=O)(=O)c1ccc(CNC(=O)C2(C(F)(F)F)C/C(=C/CCO)CCCO2)cc1 (stereo unspecified)	-0.1	4	103	-1.4	-7	1.7	-6	1	9	4
Cc1cc(OC(=O)c2c(C)cc(O)cc2O)cc(O)c1C(=O)O	-0.1	-5	95	0.9	-4	-0.7	0	1	10	5

The listing continues:
structure	aDG glyco up	H9c2 protect	ABCB6 inh 2	MC4R barr agon	m5-HT2A agonist	iPSC survival up	Exocytosis inh	N-glyco inh	MC4R antagonist	ABHD5-PLIN5 inh
COc1ccc(C2CC(c3ccccc3)=NN2S(=O)(=O)c2ccc(C)cc2)c(OC)c1 (stereo unspecified)	-0.2	-8	123	-0.5	-1	1.5	-1	-5	-4	-6
Cc1cc(C)c(C(=O)CSc2nc(C)cc(C)c2C(N)=O)c(C)c1	0.3	-5	99	1.1	5	-2.2	0	-1	13	7
O=C(NC1CCCN(Cc2ccc(Cl)cc2)C1)c1ccnc(Cl)c1 (stereo unspecified)	0.0	3	100	0.0	6	-0.5	0	-1	-6	1
COc1ccc(C(=O)N2CCCC2(C#N)c2ccccc2)cc1[N+](=O)[O-] (stereo unspecified)	0.0	-5	93	-0.4	3	-0.5	6	-1	-3	1
COc1ccccc1C(=O)NC(=O)COC(=O)CNC(=O)c1ccc(Cl)c([N+](=O)[O-])c1	-0.1	-1	100	-0.7	-4	-0.3	-3	3	20	0
CC(=O)Nc1nonc1NC(=O)CSc1ncn[nH]1	-0.3	-2	96	-1.7	7	-2.0	-4	-1	2	5
CSc1ncc(Cl)c(C(=O)Nc2ccc(NC(C)=O)cc2)n1	-0.3	4	102	-3.1	-2	0.1	-2	1	1	-2
O=C(CCc1ccc(S(=O)(=O)N2CCOCC2)cc1)Nc1cc(Cl)ccc1N1CCOCC1	0.0	29	106	-1.4	-5	1.4	-6	0	3	4

Brought forward from above: 2 compounds; new compounds follow.
structure	aDG glyco up	H9c2 protect	ABCB6 inh 2	MC4R barr agon	m5-HT2A agonist	iPSC survival up	Exocytosis inh	N-glyco inh	MC4R antagonist	ABHD5-PLIN5 inh
CSc1ncc(Cl)c(C(=O)Nc2ccc(NC(C)=O)cc2)n1	-0.3	4	102	-3.1	-2	0.1	-2	1	1	-2
O=C(CCc1ccc(S(=O)(=O)N2CCOCC2)cc1)Nc1cc(Cl)ccc1N1CCOCC1	0.0	29	106	-1.4	-5	1.4	-6	0	3	4
Cc1ccc(S(=O)(=O)NCCC(=O)OCC(=O)NC(=O)c2cccn2C)cc1	0.0	-4	98	0.9	1	0.1	-1	1	19	1
CCCSc1nc(=O)n2cccc(C)c2n1	2.3	0	101	-1.2	4	-0.7	-3	1	-8	4
Nc1c(C(=O)Nc2ccc(F)cc2)sc(=S)n1-c1ccccc1F	-0.4	-2	91	-0.3	-4	-0.7	-10	0	7	2
CC1CCc2[nH]c3ccc(C(=O)Nc4ccc(C(=O)N(C)C)cc4)cc3c2C1 (stereo unspecified)	-0.1	-1	100	-0.4	-3	2.0	15	-6	9	-1
CCOC(=O)C1=C(C)Nc2nc(C)nn2C1c1ccc(C)cc1 (stereo unspecified)	0.0	23	106	1.4	4	-1.1	14	3	8	3
Cc1ccc(CNC(=O)COC(=O)c2cnccn2)cc1	-0.3	1	98	-0.1	-1	2.2	-2	1	5	0
Cc1nc2nc(SCC(N)=O)[nH]c2cc1Br	0.0	5	98	0.2	-1	1.4	2	0	4	7
COc1ccc(/C=C/C(=O)NC(=S)Nc2cc([N+](=O)[O-])ccc2O)cc1OC	0.0	-3	98	-4.7	1	0.7	3	2	15	-1

Following part
structure	aDG glyco up	H9c2 protect	ABCB6 inh 2	MC4R barr agon	m5-HT2A agonist	iPSC survival up	Exocytosis inh	N-glyco inh	MC4R antagonist	ABHD5-PLIN5 inh
CCOc1ccc2c(c1)sc(=NC(=O)C1CC1)n2C	-0.2	-10	84	0.0	-6	-1.4	-3	-1	-10	-7
CCOC(=O)c1c(-c2ccc(-c3ccccc3)cc2)csc1NC(=O)CCN1CCOCC1	0.3	-1	100	2.6	3	1.2	0	-7	6	8
O=C(CSc1nc2nn(-c3ccccc3)c(=O)c-2c2n1CCCCC2)Nc1cccc(F)c1	0.1	1	100	-3.1	-3	-0.3	-6	-1	5	6
Cc1ccccc1NC(=O)CN1C(=O)S/C(=C/c2cccnc2)C1=O	-0.1	12	99	0.5	6	0.7	1	3	17	6
Brc1cc2c(cc1Br)OCCOCCOCCOCCO2	-0.1	8	106	-0.1	-3	-1.1	25	-2	16	-6
CCN(CC)CCn1c(N)c(S(=O)(=O)c2ccccc2)c2nc3ccccc3nc21	0.3	-1	93	-3.5	1	-0.5	28	-4	4	4
CC(=O)c1ccc(S(=O)(=O)NCCc2cn3ccc(C)cc3n2)cc1	0.1	0	98	-0.3	10	-0.5	0	0	20	3
NC(=S)N/N=C1\CC(c2ccc3c(c2)OCCO3)Oc2ccc(F)cc21 (stereo unspecified)	0.5	4	97	2.0	-1	-0.1	5	3	-9	-7

Going on with the list:
structure	aDG glyco up	H9c2 protect	ABCB6 inh 2	MC4R barr agon	m5-HT2A agonist	iPSC survival up	Exocytosis inh	N-glyco inh	MC4R antagonist	ABHD5-PLIN5 inh
O=C(CSc1c[nH]c2ccccc12)N1CCCc2ccccc21	-0.1	-5	96	3.4	0	4.0	-11	-3	19	-8
O=S(=O)(/N=C(\c1ccccc1F)N1CCCCC1)c1ccccc1	-0.2	0	93	-2.1	-3	0.4	0	-2	-6	-1
CCN(CC)S(=O)(=O)c1ccc(C(=O)NCC(=O)NCCCc2ccccc2)cc1	0.0	0	98	0.3	-2	0.4	28	-2	-6	-8
Cc1ccccc1NC(=O)Cn1c(=O)n(Cc2ccccc2)c(=O)c2c(C)c(C)sc21	0.0	7	98	0.2	2	-1.2	-4	2	1	-1
COc1cc(C(=O)NCCCNC(=O)c2cc(OC)c(OC)c(OC)c2)cc(OC)c1OC	0.0	-1	86	-1.7	3	1.4	9	1	10	1
COc1ccc(NC(=O)c2ccccc2NC(=O)c2ccccc2)cc1	0.0	6	100	9.6*	-5	-0.3	-1	-3	3	4
COc1ccc(NC(=O)C(c2ccnc3ccccc23)n2c(=O)c(-c3ccco3)nc3ccccc32)cc1 (stereo unspecified)	0.2	/	/	/	4	/	5	/	/	36*
COc1ccc(S(=O)(=O)N(C)c2ccc(C(=O)NC3CCCC3)cc2)cc1	-0.7	-5	97	-0.8	1	-0.8	0	-1	3	-5

Next section
structure	aDG glyco up	H9c2 protect	ABCB6 inh 2	MC4R barr agon	m5-HT2A agonist	iPSC survival up	Exocytosis inh	N-glyco inh	MC4R antagonist	ABHD5-PLIN5 inh
COc1cc(/C=N/Nc2ncc(C(F)(F)F)cc2Cl)cc(OC)c1O	-0.2	12	99	-1.0	-7	0.5	4	5	-1	-10
COc1ccc2c(c1)oc(=O)c1c3ccccc3[nH]c21	1.0	-10	94	0.1	2	-2.6	-1	10	-4	1
CC1(C(=O)NS(=O)(=O)c2ccccc2)CCN1C(=O)c1cccc2ccccc12 (stereo unspecified)	0.1	-2	98	-0.2	1	-2.1	12	0	4	8
COCCOC(=O)C1=C(C)Nc2cc(=O)[nH]c(=O)n2C1c1cccc([N+](=O)[O-])c1 (stereo unspecified)	-0.3	1	101	3.1	11	-1.3	-2	0	0	-6
C=CCn1c(SCC(=O)Nc2ccc3c(c2)OCO3)nnc1-c1ccccc1	-0.1	-13	93	0.5	-1	0.1	-2	-2	7	-1
CCCC(C)NC(=O)CSCc1ccc(OC)cc1 (stereo unspecified)	-0.2	-2	93	-1.9	3	-0.2	-2	0	6	-2
COc1nc(C)cc(C)c1S(=O)(=O)c1ccccc1C	-0.1	2	97	-1.0	-8	-0.3	-5	0	3	-1
c1ccc(-n2ncc3c(NCC4CCCO4)ncnc32)cc1 (stereo unspecified)	2.3	7	99	0.4	0	-1.5	-1	2	0	5
COC(=O)C1=C(C(=O)OC)[C@@H]2N(C)c3ccccc3[C@@]23C[C@@H](C(=O)OC)N=C3N1	-0.2	6	100	-1.0	2	0.0	-14	3	7	2
O=C(COC(=O)/C=C/c1cccc(C(F)(F)F)c1)NC1CCS(=O)(=O)C1 (stereo unspecified)	-0.2	0	95	-2.3	7	-0.6	4	-1	6	0
O=C(C1=C[C@H](c2csc3ccccc23)C[C@H](OCCCCO)O1)N1CCN(Cc2ccccc2)CC1	0.1	-3	101	0.9	1	-0.8	-6	0	20	6
